Casp6 inh: caspase-6 (human) enzyme inhibition. AID 686996. inhibition, % at 12.5 µM. P55212. hit rate 0.53% among 350,000. purified caspase-6, Z-VEID-R110 cleavage fluorescence;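 active = mean inhibition across replicates at least about 35%, with every replicate also reaching that limit, limit read from the data; inconclusive = only one of the two criteria met; inactive = neither criterion met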;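 note: 0% = median of neutral control wells and 100% = no fluorescence left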
Target sequence (P55212 24-179 limits assumed): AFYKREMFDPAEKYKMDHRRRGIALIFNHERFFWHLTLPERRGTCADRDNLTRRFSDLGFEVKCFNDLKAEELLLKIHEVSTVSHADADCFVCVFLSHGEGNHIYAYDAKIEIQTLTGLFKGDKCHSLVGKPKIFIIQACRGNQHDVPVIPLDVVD
Target sequence (P55212 194-293 limits assumed): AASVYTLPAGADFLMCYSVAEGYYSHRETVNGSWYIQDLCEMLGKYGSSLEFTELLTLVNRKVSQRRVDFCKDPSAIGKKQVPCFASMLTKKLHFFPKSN
F508del corr: correctors of CFTR F508del function in bronchial epithelial cells; CFBE cells, YFP halide quenching; stimulated with forskolin plus potentiator P3; % fluorescence drop versus neutral controls; activity (quench increase), % at 7.58 µM; hit rate 0.36% among 350,000; AID 720511;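 active = mean added fluorescence quench of at least 8% versus neutral control, with both replicates also reaching 8%; inconclusive = only one of the mean or replicate conditions met; inactive = mean below 8% and not both replicates reaching 8%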;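 note: cells transiently co-express mutant CFTR-F508del with the halide-sensitive YFP; corrector assay measuring rescue of mutant channel to the surface after 24 h compound exposure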
SIRT5 inh: sirtuin-5 (human) deacylase inhibition; Purified SirT5, succinyl-peptide AMC, trypsin-coupled fluorescence; inhibition, % at 15 µM; hit rate 1.1% among 330,000; in the data active = inhibition above about 15%; inconclusive = no clear call, values can overlap the other calls
Target sequence (Q9NXA8 whole entry, looked up): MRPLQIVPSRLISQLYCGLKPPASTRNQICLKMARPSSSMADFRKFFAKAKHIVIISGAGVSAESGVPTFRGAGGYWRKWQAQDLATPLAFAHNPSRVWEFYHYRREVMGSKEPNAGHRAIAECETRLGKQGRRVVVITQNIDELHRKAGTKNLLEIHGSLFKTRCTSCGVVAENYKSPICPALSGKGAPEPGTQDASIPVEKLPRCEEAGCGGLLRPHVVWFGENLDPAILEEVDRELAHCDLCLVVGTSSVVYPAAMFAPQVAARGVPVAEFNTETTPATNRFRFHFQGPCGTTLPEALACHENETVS
miR122 inh: miR-122 inhibition in Huh7 cells | Huh7 miR-122 Renilla luciferase sensor, 48 h; neutral wells = 0, positive control = 100 | activation (reporter increase), % at 12.5 µM | hit rate 0.3% among 340,000 | AID 602342;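 active = mean replicate activation score at least 90 and every replicate individually at or above 90; inconclusive = only one of the two criteria met; inactive = neither criterion met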;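 note: higher luciferase means less miR-122 activity so hits act as miR-122 inhibitors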
ERp5 block: inhibitors of human ERp5 | ERp5 insulin aggregation, absorbance 650 nm, 90 min | AID 651711 | hit rate 0.05% among 350,000 | inhibition, % at 9.99 µM;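 active = mean replicate inhibition above about 25%, with every replicate also reaching it, limit read from the data, passing the limit was not always enough; inconclusive = only one of those two criteria met; inactive = neither criterion met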
Target sequence (Q15084 whole entry, looked up): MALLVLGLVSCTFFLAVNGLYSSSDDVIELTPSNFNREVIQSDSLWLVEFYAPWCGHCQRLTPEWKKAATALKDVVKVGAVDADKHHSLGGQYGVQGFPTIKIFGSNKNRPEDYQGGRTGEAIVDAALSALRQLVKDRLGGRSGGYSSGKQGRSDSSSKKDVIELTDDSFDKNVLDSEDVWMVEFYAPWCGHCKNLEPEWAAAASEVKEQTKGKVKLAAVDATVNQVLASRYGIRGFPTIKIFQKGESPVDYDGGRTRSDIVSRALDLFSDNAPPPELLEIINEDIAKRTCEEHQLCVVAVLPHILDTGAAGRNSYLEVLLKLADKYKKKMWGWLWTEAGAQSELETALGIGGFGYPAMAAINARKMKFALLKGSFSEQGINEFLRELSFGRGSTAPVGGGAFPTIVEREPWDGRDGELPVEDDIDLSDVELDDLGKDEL
DENV2 CPE: inhibitors of DENV2 cytopathic effect. hit rate 1.7% among 350,000. CPE inhibition, % at 9.99 µM. DENV2-infected cells, cytopathic effect rescue, plate reader. AID 651640; in the data active = CPE inhibition above about 20%, passing the limit was not always enough; inconclusive = no clear call, values can overlap the other calls; tested in BHK-21 cells;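 note: 0% = median of neutral control wells and 100% = median of positive control wells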
ERAP1 inh: blocks human ERAP1 aminopeptidase activity; Q9NZ08; recombinant ERAP1, Leu-AMC fluorescence, 60 min; inhibition, % at 10.7 µM; hit rate 0.15% among 340,000;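 active = mean replicate inhibition of at least 30%, or all replicates individually reaching that 30% level; inactive = mean below 30% and not every replicate reaching it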;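 note: 0% = neutral control wells and 100% = L-leucinethiol positive control wells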
Numbers without * were called inactive; ? = inconclusive; · = no result given; & = joins results of further samples; [ ] = remark or other dose.

| molecule | Casp6 inh | F508del corr | SIRT5 inh | miR122 inh | ERp5 block | DENV2 CPE | ERAP1 inh |
| --- | --- | --- | --- | --- | --- | --- | --- |
| C[C@@H]1CN([C@H](C)CO)S(=O)(=O)c2ccc(-c3ccccc3)cc2O[C@@H]1CN(C)Cc1ccccn1 | -0.5 | 2.3 | -0.5 | 15.3[16.7 µM] | -8.3 | -7.0 | 1.6 |
| CCC(Sc1nc(C)cc(C)n1)C(=O)O (stereo not drawn) | 0.4 | 1.2 | -2.0 | -0.5 | -3.5 | 13.9 | -2.8 |
| COc1ccc(/C=N/NC(=O)c2sc(C)nc2C)cc1 | -1.2 | 0.2 | 4.9 | 6.0 | 0.2 | 8.7 | 8.0 |
| CC(=O)c1sccc1NC(=O)CC(C)(C)CC(=O)O | 4.5 | -1.7 | -1.6 | -2.5 | -3.9 | 20.0 | 0.2 |
| O=C(C[C@H]1CC[C@H]2[C@@H](COC[C@@H](O)CN2Cc2cccc(C(F)(F)F)c2)O1)NCc1ccncc1 | -2.3 | 1.9 | 2.7 | 3.2[16.7 µM] | 5.8 | 6.1 | -2.2 |
| CO[C@H](CN(C)C(=O)Nc1ccc(F)cc1)[C@@H](C)CN(Cc1ccccc1Cl)[C@H](C)CO | -1.4 | 0.5 | -0.3 | · | 1.3 | -1.9 | 0.7 |
| CC1CN(C(=O)COC(=O)/C=C/c2ccc(C(F)(F)F)cc2)CC(C)O1 (stereo not drawn) | -2.0 | 0.9 | -2.3 | -5.2 | -3.3 | -4.6 | -1.3 |
| O=CC1=C(c2ccccc2)Oc2ccccc2O1 | -0.3 | -23.6 | -6.1 | · | 1.5 | -0.4 | -1.7 |
| CC(=O)c1sc(NC(=O)C2CC(=O)N(Cc3ccco3)C2)nc1-c1ccccc1 (stereo not drawn) | 10.5 | -0.1 | 3.7 | · | -5.2 | -8.3 | 0.5 |
| C[C@@H]1CN([C@H](C)CO)C(=O)CCCn2nncc2CO[C@H]1CN(C)Cc1ccc(Cl)c(Cl)c1 | -3.2&2.1 | 1.3&-1.7&1.5 | 7.7&5.0 | -5.3 | 1.1&-4.1 | 15.2&-11.7 | -3.8&13.4 |
| C/C(=N\NC(=O)c1ccc(Cl)cc1)c1ccc2[nH]ccc2c1 | 2.3 | -0.5 | -2.2 | 8.1 | 4.4 | -8.1 | -0.2 |
| COc1ccccc1CN(C)C(=O)c1sccc1-c1ccccc1 | -53.9 | 0.0 | -0.7 | 7.0 | -4.6 | 1.6 | -0.5 |
| Cc1cccc(NC(=O)C2CCCN(S(=O)(=O)c3c(C)nn(C)c3C)C2)n1 (stereo not drawn) | -0.1 | 6.1 | · | · | 0.8 | 3.8 | -0.8 |
| COc1ccc(NC(=O)N(C)C[C@H]2Oc3ccc(NC(=O)C4CCCCC4)cc3CC(=O)N([C@@H](C)CO)C[C@H]2C)cc1 | -0.4 | -1.2 | -3.2 | -0.8[16.7 µM] | 1.0 | -1.6 | -0.6 |
| O=C(Nc1ncc([N+](=O)[O-])s1)c1ccc2c(c1)OCO2 | 28.8 | 0.1 | -0.7 | -2.6 | 5.3 | 9.8 | 3.8 |
| CCc1ccc2c(c1)NC(=O)C2(C)Cc1ccc(OC(F)(F)F)cc1 (stereo not drawn) | -2.1 | -0.5 | · | -0.5 | 1.4 | 48.3* | 0.1 |
| CO[C@@H]1CN(C)C(=O)c2cc(NS(C)(=O)=O)ccc2OC[C@@H](C)N(CC2CCOCC2)C[C@@H]1C | -1.8 | -1.5 | -2.1 | · | 7.1 | 2.3 | 0.0 |
| OCCSc1nc2ccccc2n1CCOc1ccccc1 | -3.8 | -2.6 | 0.7 | -6.8 | -0.7 | · | -0.1 |
| COc1ccc(S(=O)(=O)NC2CCCC2)c(OC)c1 | -1.6 | -4.8 | -4.2 | · | 1.1 | 8.2 | -0.3 |
| C[C@@H]1CN([C@@H](C)CO)C(=O)Cc2cc(NS(=O)(=O)c3ccc(F)cc3)ccc2O[C@H]1CN(C)S(=O)(=O)c1ccc(F)cc1 | 1.7 | -1.6 | 6.0 | 26.6[16.7 µM] | 2.9 | -1.3 | 0.1 |
| O=C(NN=Cc1ccccc1O)C1CC1 | 0.2 | 2.3 | · | · | -7.7 | -5.4 | -0.5 |
| CCCCn1c(N)c(N(CC(C)C)C(=O)C2CCC2)c(=O)[nH]c1=O | 2.9 | -0.2 | -0.3 | · | 0.8 | -8.0 | -0.1 |
| CO[C@H]1CN(C)C(=O)c2ccc(NC(=O)C3CCCC3)cc2OC[C@H](C)N(C(C)=O)C[C@@H]1C | -2.7 | -1.7 | 1.2 | · | -2.6 | · | -0.1 |
| CCN1CCN(C(=O)CSc2cc(=O)n(C)c3ccccc23)CC1 | 4.6 | -3.7 | 1.0 | -7.1 | -0.3 | 4.2 | -4.8 |
| C[C@H]1CN([C@@H](C)CO)C(=O)Cc2cc(NC(=O)c3ccncc3)ccc2O[C@H]1CN(C)C(=O)NC1CCCCC1 | 1.4 | -1.6 | -15.2 | 3.5[16.7 µM] | 7.7 | 7.1 | -2.6 |
| CCCN(CCC)CCCNC(=O)c1ccc2c(Cl)c3c(nc2c1)CCC3 | -13.9 | -0.4 | -1.6 | 4.7 | -2.8 | 9.4 | -7.0 |
| C/C=C/c1ccc([C@@H]2[C@@H](CN(C)C(=O)CC)N(C(=O)NC(C)C)[C@H]2CO)cc1 | -5.1 | 1.2 | 2.0 | -58.3[16.7 µM] | 0.7 | -13.1 | 3.2 |
| CC(/C=N/Nc1nnc(C)c(=O)[nH]1)=C\c1ccccc1 | 0.2 | -1.3 | 7.2 | · | -3.5 | 0.3 | -2.5 |
| CC(=NN(Cc1ccccc1)c1ccccc1)c1ccccc1 | -2.5 | 0.8 | · | · | 5.5 | ? | 0.9 |
| Cc1ccc(-c2cnc3c(c2)C(=O)N([C@H](C)CO)C[C@H](C)[C@@H](CN(C)C(=O)CN(C)C)O3)cc1 | · | 1.1 | -6.4 | · | 1.8 | -0.9 | · |
| COc1ccc(NC(=O)COC(=O)CCCN2C(=O)c3ccccc3C2=O)cc1Cl | 0.4 | -1.0 | -0.7 | 1.0 | -2.6 | -11.8 | -1.3 |
| CC(=O)c1cc(-c2ccccc2)n(CC(=O)Nc2cccc(C)c2C)c1C | 0.5 | · | 0.2 | · | -6.9 | 2.8 | -0.5 |
| COc1ccc(S(=O)(=O)N2CCCCC2C(=O)O)cc1 (stereo not drawn) | 1.9 | 0.9 | -1.5 | -0.6 | 4.0 | 8.7 | -1.1 |
| CCOc1ccc(S(=O)(=O)Nc2cnc3ccccc3c2)cc1 | 3.2 | -0.3 | -0.4 | 4.0 | 2.0 | -10.3 | 0.4 |
| CCNC(=S)N/N=C/c1c(Cl)cccc1Cl | 1.2 | 2.5 | -5.0 | · | -1.7 | · | 7.5 |
| COCCCN(C(=O)Cc1ccc(S(=O)(=O)N2CCOCC2)s1)c1c(N)n(Cc2ccccc2)c(=O)[nH]c1=O | 4.6 | -0.1 | -4.3 | -7.2 | 4.2 | ? | 0.2 |
| CCN(CC)CCOCCOC(=O)C1(c2ccccc2)CCCC1 | -1.8 | -1.1 | -4.8 | 4.9 | 2.2 | 5.8 | -1.5 |
| COc1ccc(C(=O)NCc2cccnc2)cc1S(=O)(=O)N1CCCc2ccccc21 | -1.6 | -0.9 | 0.0 | 34.5 | 1.4 | -2.9 | -1.2 |
| C[C@H](NC(=O)c1cc2cc(Cl)ccc2n1C)C(=O)N[C@@H](Cc1ccccc1)C(=O)O | · | 0.4 | -1.5 | · | -0.5 | 11.1 | 7.1 |
| c1ccc(CCNCCCOc2cccc3ccccc23)cc1 | -9.5 | -0.5 | -4.2 | -0.5 | 10.3 | 35.2* | 1.4 |
| COc1ccc(-n2c(-c3ccc(Br)cc3)c[n+]3c2CCCCC3)cc1 | -1.3 | 0.9 | -2.0 | 2.4 | 20.9 | -1.7 | 0.3 |
| COc1ccccc1-c1cnc2c(c1)C(=O)N([C@@H](C)CO)C[C@@H](C)[C@@H](CN(C)CC1CC1)O2 | -0.1 | 0.4 | -1.7 | · | -6.5 | -2.1 | 1.0 |
| Cc1ccc(C(=O)OCc2cn(-c3ccccc3)nn2)cc1 | 0.3 | · | 2.0 | -1.4 | 0.2 | -7.5 | 10.1 |
| O=C(NN=C1CCCC1)c1ccccc1OCc1ccc(Cl)cc1 | 0.1 | 0.8 | -1.5 | · | 0.6 | 3.0 | -1.6 |
| Cc1ccccc1S(=O)(=O)NCC[C@H]1CC[C@H](NC(=O)Nc2cccc(Cl)c2)[C@@H](CO)O1 | 0.9 | 1.6 | 0.1 | 5.8[16.7 µM] | -2.5 | 9.3 | 0.5 |

Shown with values ahead of the structure: six of the compounds above
| Casp6 inh | F508del corr | SIRT5 inh | miR122 inh | ERp5 block | DENV2 CPE | ERAP1 inh | Compound |
| --- | --- | --- | --- | --- | --- | --- | --- |
| 0.9 | 1.6 | 0.1 | 5.8[16.7 µM] | -2.5 | 9.3 | 0.5 | Cc1ccccc1S(=O)(=O)NCC[C@H]1CC[C@H](NC(=O)Nc2cccc(Cl)c2)[C@@H](CO)O1 |
| -1.6 | -0.9 | 0.0 | 34.5 | 1.4 | -2.9 | -1.2 | COc1ccc(C(=O)NCc2cccnc2)cc1S(=O)(=O)N1CCCc2ccccc21 |
| 3.2 | -0.3 | -0.4 | 4.0 | 2.0 | -10.3 | 0.4 | CCOc1ccc(S(=O)(=O)Nc2cnc3ccccc3c2)cc1 |
| 0.5 | · | 0.2 | · | -6.9 | 2.8 | -0.5 | CC(=O)c1cc(-c2ccccc2)n(CC(=O)Nc2cccc(C)c2C)c1C |
| 4.6 | -0.1 | -4.3 | -7.2 | 4.2 | ? | 0.2 | COCCCN(C(=O)Cc1ccc(S(=O)(=O)N2CCOCC2)s1)c1c(N)n(Cc2ccccc2)c(=O)[nH]c1=O |
| -1.3 | 0.9 | -2.0 | 2.4 | 20.9 | -1.7 | 0.3 | COc1ccc(-n2c(-c3ccc(Br)cc3)c[n+]3c2CCCCC3)cc1 |

(list continues)
Under each structure: Casp6 inh	F508del corr	SIRT5 inh	miR122 inh	ERp5 block	DENV2 CPE	ERAP1 inh
> CCCNC(=O)N(C)C[C@H]1Oc2ncc(C#Cc3ccncc3)cc2C(=O)N([C@@H](C)CO)C[C@@H]1C
  -0.7	-2.8	-2.7	-5.6[16.7 µM]	0.2	6.6	-0.2
> Cc1cc(C)c2cc(C)c3nnc(SCC(=O)NCc4ccc5c(c4)OCO5)n3c2c1
  0.5	·	-3.0	3.6	-3.1	·	2.5
> C[C@H](CO)N1C[C@H](C)[C@@H](CN(C)C(=O)c2ccncc2)OCCCC[C@H](C)Oc2ccc(NS(=O)(=O)c3ccccc3)cc2C1=O
  4.7	-2.9	-10.1	6.1[16.7 µM]	0.8	0.1	2.4
> COC(=O)CNC(=O)COC(=O)c1cc(SC)ccc1Cl
  8.2	0.2	1.9	·	3.9	8.8	0.3
> COc1ccccc1-c1ccc([C@H]2[C@H](C#N)N[C@@H]2CO)cc1
  1.5	-5.5	4.4	·	7.0	3.7	-1.7
> c1ccc(-c2nccc(-c3ccc4c(c3)OCO4)n2)cc1
  1.7	-1.3	5.0	1.8	1.8	-11.7	2.5
> C/C=C(/C)C(=O)O[C@@H]([C@H](O)c1cc2ccc(=O)oc2cc1OC)C(C)(C)O[C@@H]1O[C@H](CO)[C@@H](O)[C@H](O)[C@H]1O
  -0.6	0.3	·	·	-1.1	5.3	·
> CN(C(=O)c1cccc(NC(=O)Cc2ccc(NC(=O)C3CCCN(C(=O)C4CC4)C3)cc2)c1)C1CCCC1 (stereo not drawn)
  0.8	-6.3	·	·	-2.3	5.9	2.6
> C[C@H](CO)N1C[C@H](C)[C@@H](CN(C)C(=O)C2CCCCC2)OCCCC[C@H](C)Oc2ccc(NC(=O)Nc3ccc4c(c3)OCO4)cc2C1=O
  -1.2	-0.5	16.3*	-6.8[16.7 µM]	7.9	-7.9	-0.9
> CN(CC(=O)Nc1cccc(C(F)(F)F)c1)Cc1ccccc1
  1.5	3.7	0.4	3.3	0.3	5.2	1.3
> Cc1ccc(C(=O)Cc2ccccc2)cc1
  -2.7	-1.5	·	-1.2	-5.0	?	0.4
> Cc1noc(C)c1NC(=O)Nc1ccc2c(c1)C(=O)N([C@H](C)CO)C[C@H](C)[C@@H](CN(C)C(=O)Nc1c(C)noc1C)OCCCC[C@@H](C)O2
  0.5	0.9	-1.2	9.1[16.7 µM]	-2.4	?	-2.2

High-throughput results as filed in PubChem BioAssay.
